Large T inhibition – SV40 large T antigen inhibitors, biochemical (AID 1903) | SV40 large T antigen ATPase/helicase inhibition assay; higher % means a stronger effect | one-dose inhibition, % at 20 µM; IC50 in µM for titrated hits | 310,000 tested, 0.39% active; in the data active = a potency from the dose series; inconclusive = inhibition mostly from about 32% at the one dose, without a potency; inactive = the rest, 99 in 100 with inhibition below about 32%; also: strong numbers were not always called active
NOD1 inhibition – inhibition of NOD1-driven NF-kB reporter – cell-based, luminescence, uHTS, primary screen (AID 1578); NOD1-driven NF-kB luciferase reporter cells, luminescence; higher % means a stronger effect; inhibition, % at 4 µM, or EC50 in µM where a hit was titrated; 290,000 tested, 1% active; in the data active = inhibition mostly above about 36%, no sharp cut-off; inactive = mostly below about 34%;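 also: HEK-293T reporter cells stimulated with the NOD1 agonist gamma-tri-DAP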
KOR beta-arrestin-1 – kappa opioid receptor blockers – cell-based, luminescence, uHTS (AID 1778); KOR beta-arrestin recruitment, luminescence, antagonist mode; higher % means a stronger effect; inhibition, % at 10 µM; hits with a dose series show IC50 in µM; 290,000 tested, 0.091% active; also: strong numbers were not always called active
MgcRacGAP inhibition – MgcRacGAP GTPase-activating activity inhibitors, confirmation, biochemical, ADP Hunter fluorescence; MgcRacGAP-stimulated Rac1 GTP hydrolysis, ADP Hunter fluorescence; higher % means a stronger effect; GST-tagged Rac1 F28L mutant substrate; inhibition, % at 30 µM, or IC50 in µM where a hit was titrated; 340,000 tested, 0.6% active; AID 624330;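 active = first-screen hits whose inhibition reached a set limit at any dose in the follow-up dose series; inconclusive = inhibition above the set first-screen limit but never retested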;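 also: fluorescence reports GDP produced by GAP-driven GTP hydrolysis; strong numbers were not always called active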
NOD2 inhibition – inhibition of NOD2-driven NF-kB reporter – cell-based, luminescence, uHTS, HEK293 (AID 1566); HEK293 NOD2/NF-kB luciferase reporter, luminescence; higher % means a stronger effect; inhibition, % at 4 µM, or EC50 in µM where a hit was titrated; 290,000 tested, 0.63% active; also: many of its hits are not listed in these tables
KOR beta-arrestin-2 – kappa opioid receptor activators – cell-based, luminescence, uHTS, primary screen (AID 1777). KOR beta-arrestin recruitment, luminescence; higher % means a stronger effect. activation, % at 10 µM; hits with a dose series show EC50 in µM. 280,000 tested, 0.02% active; in the data active = activation above about 50%, passing the limit was not always enough; also: a part of the inactive calls stands beside numbers as strong as those of hits
GPR55 activation – selective activators of receptor GPR55 – imaging, U2OS cells, beta-arrestin-GFP redistribution, primary screen (AID 1961); U2OS GPR55 beta-arrestin-GFP redistribution imaging; higher % means a stronger effect; one-dose activation, % at 10 µM; EC50 in µM for titrated hits; 290,000 tested, 0.048% active;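 active = activation above 40% with more than 50 cells counted in the well; inconclusive = wells holding fewer than 50 cells, flagged as toxic or sparse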;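 also: U2OS osteosarcoma cells stably expressing GPR55 and beta-arrestin-GFP; plate controls were DMSO negative control for no effect and LPI positive control for full effect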
HIV peptide binding – inhibitors of HIV fusion peptide binding, primary screen, biochemical, uHTS, fluorescence dequenching (AID 1986). cell-free peptide binding, fluorescence dequenching, 30 min; higher % means a stronger effect. inhibition, % at 20 µM; hits with a dose series show IC50 in µM. 290,000 tested, 0.3% active; in the data active = inhibition mostly above about 52%, no sharp cut-off; inactive = mostly below about 76%; also: some results filed as inactive read as strong as hits
GPR55 LPI antagonism – GPR55 antagonists blocking LPI-driven arrestin recruitment, primary screen, imaging, U2OS, beta-arrestin-GFP, LPI agonist (AID 2013) | 290,000 tested, 0.13% active | inhibition, % at 10 µM; hits with a dose series show IC50 in µM | U2OS GPR55 beta-arrestin-GFP translocation imaging, LPI antagonism; higher % means a stronger effect;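 active = spots per cell inhibited over 60%, with over 100 cells counted and total cytoplasm intensity under 500,000; inconclusive = wells with under 100 cells, flagged as likely toxic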;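 also: U2OS cells stably carrying GPR55 and arrestin-GFP stimulated by 5 µM LPI near EC80; imaged beta-arrestin-GFP aggregate spots per cell after agonist stimulation; plate controls were LPI-stimulated DMSO wells for no effect and DMSO wells without LPI for full effect; some results filed as inactive read as strong as hits; confirmed hits need IC50 under 10 µM and bright autofluorescent wells are also inconclusive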
* = called active by the depositor; ? = inconclusive; . = no result given; [ ] = dose if it differs, or a comment. Rule as the data show it, unless noted: active = inhibition above about 50%; inactive = the rest. These rows are one share of the data; rates above refer to the full screens.

Every second line gives: Large T inhibition	NOD1 inhibition	KOR beta-arrestin-1	MgcRacGAP inhibition	NOD2 inhibition	KOR beta-arrestin-2	GPR55 activation	HIV peptide binding	GPR55 LPI antagonism
- COc1cc(-c2nnc3sc(-c4ccco4)nn23)cc(OC)c1OC
    9%	-4%	-8%	1%	-4%	2.8%	-0.1%	2.4%	9%
- CC1CCCC(C)N1CCCNC(=O)Cn1ncc2c([nH]c3ccccc32)c1=O (stereo not drawn)
    9%	-10%	-21%	0%	-7%	-0.8%	0.3%	-0.1%	5%
- COC(=O)c1c(NC(=O)CN2C(=O)c3ccccc3C2=O)sc(Cc2ccc3c(c2)OCO3)c1C
    9%	-14%	-18%	9%	15%	1.4%	-0.3%	3.0%	-6%
- COc1ccc(C(=O)Nc2nc3cc4c(cc3s2)OCCO4)c(OC)c1
    17%	-9%	22%	-2%	26%	2.3%	0.2%	-1.9%	7%
- O=C(Nc1cc(C(F)(F)F)ccc1N1CCOCC1)c1c(F)c(F)c(F)c(F)c1F
    1%	-23%	2%	-8%	-21%	-3.7%	0.5%	1.4%	3%
- Cc1[nH]c2ccccc2c1-c1nc(N)sc1C
    29%	-5%	-15%	.	-32%	0.3%	-0.1%	0.4%	6%
- Cc1cccc(OCC(=O)NCCCNC(=O)c2cccnc2)c1
    8%	6%	-16%	4%	7%	-2.8%	-0.1%	2.2%	-5%
- COc1ccc(C(=O)Nc2ccccc2C(=O)N2CCCCC2C)cc1 (stereo not drawn)
    3%	-16%	2%[20 µM]	7%	-59%	-2.2%	-0.1%	-0.3%	-10%
- COCCSc1ccccc1C(=O)Nc1ccc2c(c1)OCO2
    4%	-11%	-61%[20 µM]	6%	2%	-1.0%	0.0%	-2.1%	-15%
- O=C(N/N=C/c1cc([N+](=O)[O-])ccc1O)c1ccncc1
    3%	-1%	-8%	6%	5%	4.3%	0.3%	5.6%	-9%
- CCOC(=O)C1CCN(S(=O)(=O)c2ccc(C)c(C(=O)NC3CCCCC3)c2)CC1
    2%	-20%	24%	5%	2%	-4.8%	-0.1%	-0.7%	1%
- O=C(Nc1cccn2ncnc12)C(F)(F)F
    -2%	-22%	-22%	2%	-2%	2.9%	-0.3%	0.2%	16%
- O=C(COc1ccccc1)Nc1ccc2[nH]c(=O)[nH]c2c1
    16%	-28%	-66%[20 µM]	-1%	-28%	-3.2%	-0.1%	-1.6%	-17%
- Cc1cc(C(=O)N/N=C/C=C/c2ccc(Br)cc2)n[nH]1
    30%	-31%	-21%	5%	-12%	5.5%	-0.1%	7.3%	3%
- CC(c1nnc(SCC(=O)Nc2cccnc2Cl)n1Cc1ccccc1)N(C)C (stereo not drawn)
    3%	3%	-36%[20 µM]	5%	27%	1.3%	0.5%	-0.9%	4%
- CS(=O)(=O)N1CCc2cc(C(=O)Nc3ccc(O)cc3)ccc21
    >100µM*	-32%	-6%	?	-3%	-5.1%	-0.1%	-2.7%	-5%
- Cc1c(C(=O)N2CCN(c3ccccc3F)CC2)sc2ncn(CC(=O)N3CCOCC3)c(=O)c12
    -1%	3%	6%	6%	12%	-0.7%	-0.1%	26%	20%
- CC(C)c1ccccc1OS(N)(=O)=O
    16%	-25%	-40%[20 µM]	-8%	-1%	2.5%	0.0%	1.3%	7%
- Cc1ccc2nc(C)c3c(c2c1)COC3
    16%	-16%	25%	8%	-4%	2.6%	-0.2%	2.8%	4%
- Cc1cc(C(=O)CN2C(=O)NC(c3ccccc3)(c3ccccc3)C2=O)c(C)n1Cc1ccccc1
    12%	4%	-14%	10%	-5%	2.5%	0.5%	5.0%	-3%
- CC(C)C(NC(=O)CSCc1ccc([N+](=O)[O-])cc1)C(C)C
    3%	34%	-6%	1%	-7%	7.2%	0.1%	1.2%	-19%
- CCCC(=O)Nc1nnc(-c2ccc3c(c2)OCCO3)o1
    5%	-38%	-15%	-3%	-11%	-2.5%	-0.3%	0.0%	0%
- COc1ccc(NC(=O)Cn2c(=O)n(-c3ccc(OC)cc3OC)c(=O)c3c(C)c(C)sc32)cc1
    9%	-4%	19%	2%	5%	-5.1%	0.2%	-0.8%	5%
- O=C(O)CCCCCNC(=O)c1ccncc1
    3%	6%	-4%	5%	-6%	0.3%	0.3%	0.6%	3%
- COC(=O)C(NC(C)=O)(Nc1cc(C)ccn1)C(F)(F)F (stereo not drawn)
    6%	-8%	5%	7%	13%	0.5%	0.2%	-0.5%	0%
- COc1ccc(Nc2nc(N)nc(CN3CCC(C)CC3)n2)cc1
    20%	-8%	-25%	7%	8%	-0.7%	0.4%	-1.8%	-3%
- CCOC(=O)CCC(NC(=O)CCCC(=O)NC(CCC(=O)OCC)C(=O)OCC)C(=O)OCC (stereo not drawn)
    12%	12%	22%	12%	10%	-6.5%	-0.2%	-1.8%	6%
- Cn1c(=O)c2c(nc(SCCOc3ccc4ccc(=O)oc4c3)n2C)n(C)c1=O
    .	-7%	-13%	.	10%	-0.5%	-0.1%	-0.6%	12%
- CC(C)(C)NC(=O)/C(=C/c1ccccc1F)NC(=O)c1ccc([N+](=O)[O-])cc1
    13%	-26%	0%[20 µM]	11%	9%	.	0.1%	-1.2%	13%
- CCOC(=O)N1CCN(C2=C(NS(=O)(=O)c3ccc(NC(C)=O)cc3)C(=O)c3ccccc3C2=O)CC1
    11%	-6%	2%	14%	31%	-5.6%	-0.2%	-1.5%	0%
- CC(=O)/C=C(\C)N=Nc1c(O)[nH]c2ccccc12
    8%	0%	43%	21%	-17%	-0.6%	-0.1%	-1.2%	-11%
- O=C(Cc1ccc([N+](=O)[O-])cc1)c1c(O)cc(O)cc1O
    28%	2%	-18%	6%	14%	0.2%	-0.2%	8.5%	11%
- Cc1ccccc1-n1c(SCC(=O)N(C)C2CCS(=O)(=O)C2)nnc1-c1ccncc1 (stereo not drawn)
    9%	-17%	0%	-2%	12%	-3.5%	0.3%	-0.3%	-4%
- Cc1cc(NCCCn2ccnc2)n2nc(-c3ccc(Cl)cc3)cc2n1
    8%	-36%	-79%[20 µM]	16%	-10%	-1.1%	0.9%	-0.6%	1%
- CCN1C(=O)CSc2ccc(C(=O)NCc3ccccc3OC)cc21
    -6%	37%	6%	7%	-10%	8.7%	-0.1%	2.9%	-9%
- COc1cccc(CC(=O)Nc2nc3c(s2)C(=O)CC(C)(C)C3)c1
    8%	-19%	-4%	-2%	6%	-0.3%	-0.1%	6.7%	7%
- CC(CCn1cccn1)NC(=O)c1cc(COc2ccc(F)cc2Cl)on1 (stereo not drawn)
    -11%	-55%	-14%	6%	8%	0.6%	0.0%	0.9%	6%
- NCCCCCc1nnc(SC/C=C/c2ccccc2)o1
    -1%	-40%	-27%	6%	-7%	-1.2%	-0.1%	-0.2%	4%
- CC1CN(c2nc3ccccc3nc2C(C#N)C(=O)OC2CCCCC2)CC(C)O1 (stereo not drawn)
    6%	-2%	-4%	1%	-19%	6.7%	0.2%	151%	6%
- CNC(=S)N(Cc1cccs1)Cc1cc2ccc(OC)cc2[nH]c1=O
    4%	-14%	15%	3%	8%	7.2%	-0.2%	0.8%	10%
- O=S(=O)(c1cccc(C(F)(F)F)c1)N1CCN(c2ccccc2)CC1
    4%	6%	-18%	-2%	14%	-9.0%	-0.2%	-3.3%	7%
- COc1ccccc1N1C(=O)C2CCC(c3ccccc3)CC2C1=O (stereo not drawn)
    7%	-22%	-9%	11%	0%	3.2%	0.1%	1.8%	-2%
- CC(=O)NC(Cc1ccc(F)cc1)C(=O)NC1CCN(C(=O)Nc2ccccc2C)CC1 (stereo not drawn)
    -1%	-14%	-3%	-7%	-11%	-3.4%	-0.2%	0.0%	7%
- CCOC(=O)N1CCN(C(=O)C2CC(c3ccccc3OC)=NO2)CC1 (stereo not drawn)
    10%	-16%	-48%	13%	-5%	6.4%	-0.1%	0.2%	9%
- CCN1CCN(c2cc(C)c3cc(NC(=S)N4CCCC4)ccc3n2)CC1
    10%	-29%	-9%	15%	12%	-0.2%	0.1%	-1.4%	18%
- CN(C)CCNC(=O)C(=O)NCC1OCCN1S(=O)(=O)c1ccc2c(c1)OCCO2 (stereo not drawn)
    13%	2%	15%	11%	14%	-0.1%	-0.1%	-0.8%	-3%
- Cc1sc2c(=O)n3c(nc2c1C(=O)NCCCN1CCOCC1)CCCCC3
    5%	-11%	6%	16%	-12%	1.3%	-0.2%	-2.3%	-5%
- Cc1[nH]c2ccccc2c1C(=O)C(=O)NCc1cccs1
    -4%	-20%	-4%	5%	9%	-2.9%	-0.3%	0.1%	3%
- O=C(CSc1nnc(-c2ccc3c(c2)OCO3)o1)Nc1ncc(C(F)(F)F)cc1Cl
    10%	-21%	1%[20 µM]	9%	14%	-2.6%	-0.1%	3.5%	-17%
- c1ccc2c3c([nH]c2c1)C(C1CCCCC1)N(Cc1ncc[nH]1)CC3 (stereo not drawn)
    6%	-5%	17%	18%	22%	-2.3%	0.2%	-0.6%	3%
- N#Cc1nc(-c2ccco2)oc1N1CCCC1
    -3%	-11%	15%	13%	10%	0.0%	-0.2%	0.0%	10%

Compound profiles, from the list above:
Results for CN(C)CCNC(=O)C(=O)NCC1OCCN1S(=O)(=O)c1ccc2c(c1)OCCO2 (stereo not drawn) = Large T inhibition: 13%; NOD1 inhibition: 2%; KOR beta-arrestin-1: 15%; MgcRacGAP inhibition: 11%; NOD2 inhibition: 14%; KOR beta-arrestin-2: -0.1%; GPR55 activation: -0.1%; HIV peptide binding: -0.8%; GPR55 LPI antagonism: -3%
Results for CCN1CCN(c2cc(C)c3cc(NC(=S)N4CCCC4)ccc3n2)CC1 = Large T inhibition: 10%; NOD1 inhibition: -29%; KOR beta-arrestin-1: -9%; MgcRacGAP inhibition: 15%; NOD2 inhibition: 12%; KOR beta-arrestin-2: -0.2%; GPR55 activation: 0.1%; HIV peptide binding: -1.4%; GPR55 LPI antagonism: 18%

4 compounds drawn at random from the list so far:
Every second line gives: Large T inhibition	NOD1 inhibition	KOR beta-arrestin-1	MgcRacGAP inhibition	NOD2 inhibition	KOR beta-arrestin-2	GPR55 activation	HIV peptide binding	GPR55 LPI antagonism
- CC(c1nnc(SCC(=O)Nc2cccnc2Cl)n1Cc1ccccc1)N(C)C (stereo not drawn)
    3%	3%	-36%[20 µM]	5%	27%	1.3%	0.5%	-0.9%	4%
- Cc1cc(C(=O)N/N=C/C=C/c2ccc(Br)cc2)n[nH]1
    30%	-31%	-21%	5%	-12%	5.5%	-0.1%	7.3%	3%
- O=S(=O)(c1cccc(C(F)(F)F)c1)N1CCN(c2ccccc2)CC1
    4%	6%	-18%	-2%	14%	-9.0%	-0.2%	-3.3%	7%
- COc1cc(-c2nnc3sc(-c4ccco4)nn23)cc(OC)c1OC
    9%	-4%	-8%	1%	-4%	2.8%	-0.1%	2.4%	9%
